Compound activity deposited in PubChem by National Center for Advancing Translational Sciences (NCATS).
Fluorescein fluor = compound fluoresces in the fluorescein spectral region. Compound autofluorescence, 480/540 nm, fluorescein-equivalent; hits give high values. max fluorescein-equivalent concentration, M. 0.91% of 59,000 active. AID 593; in the data active = max fluorescein-equivalent concentration above about 10 nM; inconclusive = between about 1.1 nM and that limit
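Values reflect compound autofluorescence, normalized to fluorescein on the same plate and reported at each tested concentration. Conditions: 100 mM Tris pH 8.0, room temperature, 15 min, excitation 480 nm, emission 540 nm.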
Rhodamine autofl = compound autofluorescence in rhodamine spectral region | max dye-equivalent concentration, M | Rhodamine-region fluorescence, 547/598 nm, Tris buffer; hits give high values | 0.05% of 59,000 active; in the data active = max dye-equivalent concentration above about 11 nM; inconclusive = between about 1.1 nM and that limit
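Compound fluorescence in 100 mM Tris, pH 8.0, read after 15 min at room temperature with 547 nm excitation and 598 nm emission. Output is dye-equivalent concentration from an on-plate rhodamine standard series.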
HEK293 cAMP cs = counter-screen for TSHR agonists: cAMP increase in parental HEK293 | Potency, µM (highest dose often 57.1 µM), for the others: at the highest dose activation, actives largely listed as activators | 2.5% of 73,000 active | AID 938 | parental HEK293 CNG cAMP sensor, membrane potential fluorescence; also: potency is read from the fitted curve at half-maximal effect; % of control where 0% means no effect; nearly all actives have a fitted effect of over 55% in size
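Counterscreen for endogenous-receptor signalling: CNG-channel HEK 293 cells report cAMP rise by membrane depolarization. After 60 min dye equilibration with 100 uM RO 20-1724, compounds incubated 30 min before bottom-read fluorescence at 590 nm.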
USP2a inh = USP2a (human) protease inhibition. O75604. USP2a enzymatic assay, qHTS inhibition. Potency, µM (highest dose often 38.3 µM), for inactives: at the top dose activity change, negative = inhibition, usual class: inhibitors. 0.1% of 60,000 active;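 also: potency is read from the fitted curve at half-maximal effect; nearly all actives have a fitted effect of over 60% in size; plate controls were DMSO for no effect and NEM full inhibition control for full effect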
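Coupled readout: USP2-cleaved Ub-PLA2 (20nM final) turns over NBD C6-HPC (20uM final), Ex 460nm/Em 535nm after 2.5 h, time-zero read flagging artifacts. Enzyme (20nM final, pH 8.0 Tris) given 30 min RT with compound first; NEM defines full inhibition.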
4MU fluor = compound fluoresces in the 4-MU spectral region. 11% of 59,000 active. max dye-equivalent concentration, M. compound autofluorescence, 340/450 nm, 4-MU equivalents; hits give high values; in the data active = max dye-equivalent concentration above about 10 nM; inconclusive = mostly about 1.1 nM to 9.6 nM
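Intrinsic fluorescence at 340/450 nm (ex/em) was read after 15 min at room temperature in pH 8.0, 100 mM Tris. Each compound concentration expressed as 4-MU-equivalent concentration from a six-point 4-MU standard series on each plate.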
TexasRed autofl = compounds fluorescent in Texas Red spectral region; AID 587; Compound fluorescence, Texas Red channel, 547/618 nm; hits give high values; 0.06% of 59,000 active; max dye-equivalent concentration, M; in the data active = max dye-equivalent concentration above about 10 nM; inconclusive = between about 1.1 nM and that limit
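Spectral interference profiling: each compound concentration's relative fluorescence, read with a 547 nm excitation and 618 nm emission filter pair, was normalized to a per-plate Texas Red standard curve.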
A350 fluor = compounds fluorescent in Alexa 350 spectral region | 11% of 59,000 active | AID 590 | max dye-equivalent concentration, M | Compound autofluorescence, 340/450 nm, Alexa 350 dye-equivalents; hits give high values; in the data active = max dye-equivalent concentration above about 10 nM; inconclusive = mostly about 1.1 nM to 9.6 nM
BRCT PPI green = BRCA1 BRCT-phosphoprotein interaction inhibition | P38398 | Potency, µM (top dose mostly 76.9 µM), for inactives: top-dose activity change, negative = inhibition, most hits filed as inhibitors | BRCA1 BRCT-phosphopeptide binding, green fluorescence polarization | AID 875 | 0.05% of 75,000 active;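 also: potency is read from the fitted curve at half-maximal effect; plate controls were peptide without protein for full effect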
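Compounds were incubated for 12 min at room temperature with a complex of 100 nM fluorescein-tagged pBACH1 decapeptide and 250 nM His-tagged BRCT protein. Buffer was phosphate pH 7.3 with EDTA, DTT and Tween 20. Disruption of binding lowers the polarization signal.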
Caspase-7 inhib = allosteric or competitive inhibitors of human caspase-7; P55210; recombinant caspase-7, Ac-DEVD-AFC fluorescence rate; Potency, µM (doses to about 57.5 µM), for inactives: top-dose activity change, negative = inhibition, usual class: inhibitors; 0.02% of 75,000 active; active = well fitted inhibition curve with a large enough effect in the main read-out, with a control signal flat, not every such curve was filed as active; inconclusive = small, poorly fitted or top-dose-only effect, or a change in a side signal; also: potency is read from the fitted curve at half-maximal effect; % of control where 0% means no effect
Casp1 inh = caspase-1 (human) inhibition, allosteric or competitive. Caspase-1 enzyme, Ac-WEHD-AFC fluorogenic rate. 0.03% of 75,000 active. Potency, µM (doses to about 57.5 µM), inactives show at the top dose activity change, negative = inhibition, hits mostly inhibitors. P29466;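 also: potency is read from the fitted curve at half-maximal effect; plate controls were vehicle for no effect and no substrate for full effect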
BRCT inh red = disrupts BRCA1 BRCT binding to phosphoprotein, red fluorophore readout; P38398; BRCT-phosphopeptide binding, red fluorescence polarization; Potency, µM (doses to about 76.9 µM), without a hit: at the top dose activity change, negative = inhibition, usual class: inhibitors; 0.03% of 75,000 active; AID 892; also: % is scaled to controls: 0 for no effect and ±100 for the full control effect
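Rhodamine-labelled pBACH1 10-mer (100 nM) bound to BRCT domain (100 nM) at pH 7.3; compounds incubated 12 min room temperature, polarization read. Free peptide defines full inhibition; unlabelled decapeptide titrated as control.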
* hit, by the source's call; i = inactive; ? = inconclusive; / = no result given; & = joins results of further samples; [ ] = remark or other dose. Unless noted, calls follow the shape of the dose curve; as a rule, active = well fitted curve in the direction sought with a large enough effect; inconclusive = small, poorly fitted or top-dose-only effect, or another doubt; inactive = no such curve, though single readings can be large; an effect the other way counts as inactive or inconclusive.

Order of values – 4MU fluor, Rhodamine autofl, USP2a inh, Caspase-7 inhib, BRCT PPI green, A350 fluor, Fluorescein fluor, TexasRed autofl, BRCT inh red, Casp1 inh, HEK293 cAMP cs
1) CC(C)=O
 : /, /, /, 1%, -2.1%, /, /, /, 0.6%, -4%, -17%
2) NC(=O)/C(=N\O)c1ccccc1
 : i, i, /, /, /, i, ?, i, /, /, /
3) COC(=O)C(C)Sc1ncnc2c1nnn2-c1ccc(F)cc1 (stereo unspecified)
 : /, /, /, -1%, -2.0%, /, /, /, -0.4%, -1%, 7%
4) COc1ccc(-c2nc(C#N)c(NCCCN(C)C)o2)cc1OC
 : 1.5e-08M*, i, -1%, 4%, -0.6%, 1.8e-08M*, i, i, 1.6%, -1%, 7%
5) O=C(Cn1cnc2c(cnn2-c2ccc(F)cc2)c1=O)N1CCN(c2ccccc2)CC1
 : i, i, -2%, -1%, -1.8%, i, i, i, 0.0%, 1%, 2%
6) N#Cc1nc(-c2ccc(Cl)cc2)oc1N1CCCCC1
 : 1.5e-07M*, i, /, /, /, 1.6e-07M*, i, i, /, /, /
7) Cc1c(C(=O)N2CCN(C(=O)c3ccco3)CC2)sc2nc(-c3ccc(F)cc3)cn12
 : /, /, /, 2%, -0.2%, /, /, /, 1.3%, -1%, 8%
8) O=C(C1CC(=O)N(c2ccccc2)C1)N1CCN(C2=NS(=O)(=O)c3ccccc32)CC1 (stereo unspecified)
 : i, i, -7%, 1%, -1.6%, i, i, i, -0.9%, 1%, 5%
9) COc1ccc(Cl)cc1NC(=O)CN1CCC(n2nnc3cc(C)ccc32)CC1
 : i, i, 24%, -3%, -1.6%, i, i, i, 0.7%, -4%, 6%
10) Cc1ccc(C2CC(c3cccc(Cl)c3)n3nc(N)nc3N2)cc1 (stereo unspecified)
 : /, /, /, -4%, -0.6%, /, /, /, -2.2%, 2%, -1%
11) CCn1c(SCC(=O)Nc2ccc3c(c2)c2ccccc2n3CC)nnc1-c1ccco1
 : i, i, 19%, -12%, 2.1%, i, i, i, -0.5%, -4%, -8%
12) CCOc1ccccc1NC(=O)c1ccccc1NS(C)(=O)=O
 : i, i, -5%, -1%, 0.4%, i, ?, i, -1.4%, 0%, 17%
13) CCOc1ccc(-c2nc(CSCC(=O)N3CCN(C(=O)c4ccco4)CC3)c(C)o2)cc1
 : /, /, /, -1%, -1.1%, /, /, /, 2.6%, -3%, ?
14) CC1=C(C(=O)O)N2C(=O)C(NC(=O)C(N)C3=CCC=CC3)C2SC1 (stereo unspecified)
 : /, /, -5%, -10%, -0.5%[3.08 µM], /, /, /, -0.4%, -3%, /
15) O=S1(=O)N=CN(Cc2cccc(F)c2)c2ccccc21
 : i, i, -1%, 0%, -0.2%, ?, i, i, -0.5%, 0%, 7%
16) C=CCNc1sc(C(=O)C2CC2)c(N)c1C#N
 : i, i, /, /, /, i, i, i, /, /, /
17) Cc1cc(C)n(CCCNC(=O)c2ccc(S(=O)(=O)NCc3ccco3)cc2)n1
 : i, i, 5%, -2%, 0.0%, i, ?, i, 0.8%, -2%, 0%
18) CC(C)C(c1nnnn1C1CCCC1)N(C)C1CCCCC1 (stereo unspecified)
 : i, i, -4%, 1%, -1.4%, i, i, i, 1.0%, 0%, 20µM*
19) CCCS(=O)(=O)N1CCCC(C(=O)NCCCN2CCN(c3cccc(Cl)c3)CC2)C1 (stereo unspecified)
 : i, i, 16%, 3%, -2.4%, i, i, i, 1.1%, -2%, 22%
20) CC12CN(C(=O)c3ccccc3)C3(C#N)CC1CCC23C (stereo unspecified)
 : i, i, 6%, 1%, -0.6%, i, i, i, 0.3%, 0%, 5%
21) C#CC(C)(C)NC(=O)c1ccccc1OC
 : ?, i, -4%, 2%, -0.4%, ?, i, i, -0.4%, 1%, 0%
22) C(=N\n1cnnc1)/c1ccc(N2CCOCC2)cc1
 : /, /, 2%, -4%, -1.4%, /, /, /, -0.7%, -7%, 0%
23) O=C(Nc1cccnc1)c1scc2c1OCCO2
 : i, i, 1%, 2%, 0.7%, i, i, i, -1.0%, 0%, 7%
24) C=CCn1c(CNC(=O)c2ccccc2C)nnc1SCC(=O)NC1CCCC1
 : i, i, 1%, 3%, -0.5%, i, i, i, 0.9%, -2%, 4%
25) O=C(COc1ccc(Br)cc1CO)Nc1ccccc1F
 : i, i, 3%, -1%, -0.6%, i, i, i, -0.2%, 0%, 18%
26) O=S1(=O)N=C(Oc2ccccc2)c2ccccc21
 : /, /, -12%, 1%, 1.3%, /, /, /, 2.0%, 0%, 9%
27) COC(=O)c1[nH]c2ccc(Cl)cc2c1NC(=O)CN1CCC(C(N)=O)CC1
 : ?, i, 8%, 2%, -1.3%, ?, i, i, 1.1%, -2%, 16µM*
28) Cc1onc(-c2ccccc2Cl)c1C(=O)Nc1cccc(-c2nc3ncccn3c2C)c1
 : 6.9e-07M*, i, 37%[activator], -7%, 0.8%, 7.1e-07M*, i, i, -0.8%, -9%, 4%[2.29 µM]
29) CCN(CCCNC(=O)C1CCCN(S(=O)(=O)CC)C1)c1cccc(C)c1 (stereo unspecified)
 : i, i, 8%, -2%, 0.1%, i, i, i, -0.5%, -2%, 5%
30) CCCSC1=N/C(=C\c2ccsc2)C(=O)S1
 : /, /, /, -1%, -2.0%, /, /, /, -0.1%, -1%, 1%
31) N#Cc1c(N)nc2c(c1N)CC(=O)N2c1ccccc1-c1ccccc1
 : i, i, 2%, -2%, -1.7%, i, i, i, -0.1%, -1%, -3%
32) CO[C@@H]1COC(=O)[C@H](Cc2ccccc2)NC(=O)C/C=C\[C@@H](C)[C@H](OC)COC(=O)[C@@H](C)NC(=O)C/C=C\[C@H]1C
 : /, /, /, -1%&-1%[11.5 µM], -3.1%&-5.7%[15.4 µM], /, /, /, 2.0%&0.7%[15.4 µM], -1%&0%[11.5 µM], -4%&8%[11.4 µM]
33) CCn1c(C)c(C(C)=O)c(NCc2ccccc2)nc1=S
 : i, i, 6%, -1%, 0.0%, i, ?, i, 2.3%, -1%, -1%
34) O=C(c1ccco1)N1CCN(C(=O)C2CCN(S(=O)(=O)Cc3ccccc3)CC2)CC1
 : i, i, -9%, 7%, -2.7%, i, ?, ?, 0.6%, 1%, -4%
35) O=C(NCc1cccs1)c1cccc(N2CCCC2=O)c1
 : i, i, -5%, 0%, 1.1%, i, i, i, -0.8%, 2%, -3%
36) COc1ccc(-n2c(C)nc3c(cnn3-c3ccccc3)c2=O)cc1
 : i, i, 6%, -7%, 0.6%, i, i, ?, 1.4%, 0%, ?
37) O=C(Nc1cnc2sccn2c1=O)c1ccccc1Cl
 : i, i, -3%, -1%, -3.4%, i, i, i, 0.0%, 1%, ?
38) COc1ccc(S(=O)(=O)Nc2ccccc2C(=O)NCc2ccco2)cc1
 : ?, i, -2%, 1%, 1.7%, ?, i, i, 0.3%, -2%, 13%
39) COc1cccc(NC(=O)CCN2CCN(c3ccccc3F)CC2)c1
 : /, /, /, -1%, -2.6%, /, /, /, -1.1%, -1%, 25µM*
40) O=c1c(-c2ccc(F)cc2)nc2cncnc2n1C1CC1
 : ?, i, -8%, -3%, -3.3%, ?, ?, i, 0.3%, -2%, 11%
41) COc1ccccc1N1CCN(C(=O)c2c(-c3ccccc3)noc2C)CC1
 : /, /, /, 0%, -0.3%, /, /, /, 1.3%, 0%, -2%
42) COc1ccccc1-n1c(SCC(=O)Nc2ccccc2C)nc(O)cc1=O
 : /, /, -18%[7.66 µM], 1%, 0.2%, /, /, /, 1.0%, -2%, ?
43) CCN(CC)S(=O)(=O)c1ccc(Br)c(OC)c1
 : i, i, 1%, -1%, -2.2%, i, ?, i, -0.9%, 0%, 16%
44) Cc1cnc(NC(=O)C2CCCO2)s1 (stereo unspecified)
 : i, i, 1%, 1%, -2.5%, i, i, i, -0.1%, -2%, 1%
45) CC(C)(O)C#Cc1ccccc1C(=O)NC(CC(N)=O)C(=O)O (stereo unspecified)
 : i, i, -2%, -2%, 0.4%, i, ?, ?, 1.1%, 1%, 2%
46) C/C=C/c1ccc(OCCCNCC(C)O)c(OC)c1 (stereo unspecified)
 : i, i, -2%, 1%, -1.8%, i, i, i, -0.7%, -1%, 15%
47) COc1cccc(-c2cc(C(=O)NCCc3ccccc3)no2)c1
 : i, i, 2%, 0%, -7.1%, i, i, i, -0.4%, 1%, 11%
48) Nc1nonc1-c1nc2ccccc2n1Cc1ccc(F)cc1Cl
 : i, i, 29%, -12%, 3.5%, i, ?, i, -0.4%, -8%, 16µM*

Of the compounds above, these contain a cyano group.
Order of values – 4MU fluor, Rhodamine autofl, USP2a inh, Caspase-7 inhib, BRCT PPI green, A350 fluor, Fluorescein fluor, TexasRed autofl, BRCT inh red, Casp1 inh, HEK293 cAMP cs
4) COc1ccc(-c2nc(C#N)c(NCCCN(C)C)o2)cc1OC
 : 1.5e-08M*, i, -1%, 4%, -0.6%, 1.8e-08M*, i, i, 1.6%, -1%, 7%
6) N#Cc1nc(-c2ccc(Cl)cc2)oc1N1CCCCC1
 : 1.5e-07M*, i, /, /, /, 1.6e-07M*, i, i, /, /, /
16) C=CCNc1sc(C(=O)C2CC2)c(N)c1C#N
 : i, i, /, /, /, i, i, i, /, /, /
20) CC12CN(C(=O)c3ccccc3)C3(C#N)CC1CCC23C (stereo unspecified)
 : i, i, 6%, 1%, -0.6%, i, i, i, 0.3%, 0%, 5%
31) N#Cc1c(N)nc2c(c1N)CC(=O)N2c1ccccc1-c1ccccc1
 : i, i, 2%, -2%, -1.7%, i, i, i, -0.1%, -1%, -3%

Some of the compounds tested (hit frequency here may not be typical).
